From PubChem
KCNH2 WT inh: inhibitors of human wildtype KCNH2 potassium channel; Q12809; U2OS, BacMam KCNH2, thallium flux FluxOr; stronger effect = lower value; activity change, % at 1.84 µM; 340,000 compounds, 0.37% hits;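 active means maximum activity change below -70%; inconclusive means maximum activity change between -70% and -50%; inactive means maximum activity change above -50%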
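U2OS cells were transduced with wild-type KCNH2 virus (2.03 x 10^8 / mL) for 4 h at room temperature, then cultured overnight at 37 C. Thallium flux was read with FluxOr dye. Rate constants were normalized to DMSO controls.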
GALK inhibitor: blocks human galactokinase activity. Potency, µM (series often up to 57.5 µM), for inactives: at the highest dose activity change, negative = inhibition, most hits filed as inhibitors. 270,000 compounds, 0.007% hits. AID 1868. Purified GALK, Kinase-Glo residual ATP luminescence. P51570; further: potency means the concentration at half of the fitted maximal effect
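GALK at 5 nM final was combined with compound, 35 uM ATP and 100 uM galactose in HEPES pH8.0 with MgCl2 and DTT. The reaction ran one hour at room temperature before luminescent ATP detection.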
BCR signal inh: blocks chronic active B-cell receptor signaling. ABC-DLBCL IkBa-CBG/CBR reporter, luminescence ratio, 4 h. Potency, µM (series often up to 46.1 µM), for the others: at the top dose ratio change, negative = lower green/red ratio, most hits filed as inhibitors. AID 493014. 340,000 compounds, 0.05% hits; active means well fitted inhibition curve with a large enough effect in the signal ratio, with a control signal flat, not every such curve was filed as active; inconclusive means small, poorly fitted or top-dose-only effect, or effect the other way, or a change in a side signal; the % refers to the signal ratio;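 further: potency means the concentration at half of the fitted maximal effect; plate controls were basal doxycycline-induced cells for no effect and cells given 10 µM MG132 for full effect; MG132 reads +100%, hits lower the ratio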
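TMD8 human ABC-DLBCL cells with doxycycline-inducible IκBα–green luciferase fusion and unfused red luciferase, in 0.5% FBS medium; compounds up to 46 uM, 4 h at 37C. Green/red luminescence ratio, filter-overlap corrected, fitted to concentration-response curves.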
KCNH2 3.1 inh: KCNH2 3.1 (human) potassium channel inhibition. 340,000 compounds, 0.95% hits. activity change, % (tested at about 1.8 µM). U2OS KCNH2 3.1, thallium flux FluxOr; stronger effect = lower value;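 active means maximum activity change below -70%; inconclusive means maximum activity change from -70% to -50%; inactive means maximum activity change above -50%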;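 further: thallium influx rate constant from kinetic fluorescence after stimulation buffer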
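U2OS cells transduced with KCNH2 3.1 mutant virus (1.77 x 10^8 /mL, 4 h), plated overnight at 37 C, loaded 45 min with FluxOr dye plus Red40 quencher. Thallium flux rate constant from kinetic reads after stimulation buffer, normalised to controls.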
Giardia kill: kills Giardia lamblia | Giardia lamblia trophozoite viability | activity change, % at 7.66 µM, hits read low | 340,000 compounds, 0.15% hits; in the data active means activity change below about -80%; inconclusive means between about -30% and that limit;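 further: parasites exposed to compound for two days anaerobically before the ATP read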
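Trophozoites 100 cells/well + cpd; 48 hrs, 37 deg C, anaerobic. ATPLite 1-Step added, 15-30 min RT, luminescence read (ATP-based viability).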
uPA surface inh: inhibitors of cell surface uPA generation; cell surface uPA generation assay, qHTS; AID 540303; 330,000 compounds, 0.31% hits; Potency, µM (top dose mostly 38.3 µM), for the others: top-dose activity change, negative = inhibition, hits mostly inhibitors; active means well fitted inhibition curve with a large enough effect; inconclusive means small, poorly fitted or top-dose-only effect; inactive means no such curve, though single readings can be large or run the other way; tested in mouse RAW 264.7 cells; further: potency means the concentration at half of the fitted maximal effect; nearly all actives have a fitted effect of over 55% in size
FBPA coupling cs: coupling enzyme interference in Giardia aldolase counter-screen; coupling enzyme system counterscreen, AmpLite Red fluorescence; activity change, negative = inhibition, % at 58.2 µM, hits read low; 290,000 compounds, 0.67% hits; AID 2472; in the data active means activity change below about -30%
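Counterscreen of the coupled detection system alone, without aldolase: glyceraldehyde-3-phosphate coupling enzymes plus AmpLite Red readout. Compounds at 57.5 uM final, 10 min RT preincubation, 20 min RT reaction, fluorescence 525/598 nm.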
Eya2 inh: inhibitors of human Eya2 phosphatase activity. Potency, µM (top dose mostly 76.9 µM), without a hit: top-dose activity, negative = inhibition, hits mostly inhibitors. 330,000 compounds, 0.006% hits. O00167. recombinant Eya2, OMFP fluorescence dephosphorylation (OMFP is methylfluorescein phosphate); further: potency means the concentration at half of the fitted maximal effect
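Eya2 (0.2 uM) preincubated 10 min at ambient with compound, then OMFP substrate added at 50 uM; 10 min reaction in 50 mM HEPES pH 7.5, 50 mM NaCl, 5 uM MgCl2, 0.05% BSA, 1 mM DTT. Fluorescence read at Ex 485/Em 525 nm.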
B2AR arrestin: agonists driving beta-arrestin recruitment to human beta2-adrenergic receptor. Potency, µM (top dose mostly 46.1 µM), for the others: top-dose activation, most hits filed as activators. P07550. 330,000 compounds, 0.02% hits. beta-arrestin recruitment to beta2AR, cell-based reporter;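 further: potency means the concentration at half of the fitted maximal effect; 0% = DMSO controls and full agonism = EC100 isoproterenol or metaproterenol; nearly all actives have a fitted effect of over 65% in size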
PKM2 activator: increases activity of human pyruvate kinase M2; 260,000 compounds, 0.34% hits; Potency, µM (doses to about 57.5 µM), for the others: at the highest dose activation, actives largely listed as activators; purified PKM2, Kinase-Glo ATP luminescence, activation; response scale: 0% is enzyme alone, no compound; P14618; further: potency means the concentration at half of the fitted maximal effect; nearly all actives have a fitted effect of over 55% in size
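Kinase-Glo luminescence reports ATP generated from ADP (0.1 mM) and PEP (0.5 mM) by purified hPK-M2 after 1 h at room temperature, pH 7.2 imidazole buffer; intermediate enzyme activity allows detecting inhibitors and activators.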
USP2a block: inhibitors of human ubiquitin-specific protease USP2a. 330,000 compounds, 0.01% hits. O75604. USP2 core, Ub-CHOP2 coupled fluorogenic reporter, 485/531. Potency, µM (doses to about 38.3 µM), for the others: at the highest dose activity change, negative = inhibition, hits mostly inhibitors;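 further: potency means the concentration at half of the fitted maximal effect; plate controls were DMSO wells for no effect and full inhibition by NEM control for full effect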
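Deubiquitinase activity read as fluorescence (485/531 nm) after Ub-CHOP2 cleavage activates the enterokinase reporter on its substrate; USP2 core 10nM, Ub-CHOP2 and substrate 25nM each, 30min compound preincubation then 60min RT; data normalized to NEM, curves fitted.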
Starred values were filed as active, the others as inactive; ? = inconclusive; · = no result given; & = joins results of further samples; [ ] = remark or other dose. Unless noted, the call rests on the fitted dose curve; in most records, active means well fitted curve in the direction sought with a large enough effect; inconclusive means small, poorly fitted or top-dose-only effect, or another doubt; inactive means no such curve, though single readings can be large; an effect the other way counts as inactive or inconclusive. Unless noted, on the % scale 0 is the no-effect control and ±100 the full control effect.

No.	Molecule	KCNH2 WT inh	GALK inhibitor	BCR signal inh	KCNH2 3.1 inh	Giardia kill	uPA surface inh	FBPA coupling cs	Eya2 inh	B2AR arrestin	PKM2 activator	USP2a block
1	COc1ccc(Cc2nc(C)cc(Cl)n2)cc1[N+](=O)[O-]	-7	-4%	3%	-8	-13	-3%	2	1%	-0.2%	0%	2%
2	Cc1occc1C(=O)NC(C)C(C)(C)C (configuration not stated)	-12	5%	·	-2	6	8%	2	·	·	-2%	·
3	CCOC(=O)N1CCN(C(=O)c2cc3ccc(OC)cc3[nH]2)CC1	-6	·	?	-19	-4	-2%	0	-10%	-0.3%	·	1%
4	O=C(CNc1n[nH]c(=O)[nH]c1=O)N/N=C/c1cccnc1	5	0%	-25%	8	-3	-13%	0	4%	-0.1%	1%	-1%
5	O=C(CSc1nncn1-c1ccccc1F)NC1CC1	-5	·	1%	8	-1	5%	·	4%	0.1%	·	3%
6	Cc1ccc(CSCC(=O)N/N=C/c2sccc2C)cc1	1	-3%	?	25	-2	3%	-27	-4%	3.4%	7%	1%
7	CCSc1nnc(NC(=O)c2ccc(Br)s2)s1	-35	-1%	·	9	-12	·	-27	-6%	-0.2%	-1%	1%
8	CCOC(=O)C1CCN(C(=O)/C=C/c2cccs2)CC1	2	10%	?	6	-3	0%	3	-4%	-0.9%	4%	-2%
9	O=C(CSc1nc2ccccc2s1)N1c2ccccc2Sc2ccc(Cl)cc21	-7	-1%	1%	-15	1	·	·	4%	0.9%	0%	1%
10	CCCCOCCCNC(=O)N[C@@H](CCSC)C(=O)OC	-20	-1%	-3%	2	34[activator]	·	2	-2%	-0.4%	-2%	1%
11	CC(C)Cn1c(N)c(C(=O)CSc2nc3ccccc3n2C)c(=O)n(C)c1=O	22	-2%	8%	-15	-4	10%	1	-3%	-0.5%	-3%	1%
12	S=c1[nH]nc(-c2ccco2)n1/N=C/c1cccc(Cl)c1Cl	-1	·	7%	-12	-2	-2%	0	-8%	-1.3%	-16%	0%
13	O=C(CN1CCN(Cc2ccccc2)CC1)Nc1ccc(N2CCOCC2)cc1	1	5%	-15%	-6	2	6%	0	-13%	0.0%	-3%	-1%
14	CSc1nccc(Oc2ccc(C#N)cc2)n1	-18	1%	-1%	·	-3	0%	-3	9%	-0.1%	-6%	0%
15	COc1cccc(C=Nc2cc(C)cc(C)c2)c1O	1	0%	-2%	16	-13	3%	2	4%	-0.2%	-5%	2%
16	O=C1C2C3C=CC(C3)C2C(=O)N1c1ccc(-c2nc3ccccc3o2)cc1 (configuration not stated)	8	3%	6%	5	-9	0%	0	-1%	-0.5%	-5%	1%
17	COc1ccccc1N1CCN(C(=O)NCc2cccc(C(F)(F)F)c2)CC1	-9	5%	-10%	-3	12	4%	1	-6%	-0.2%	-2%	0%
18	CCOc1cccc2sc(NC(=O)CC)nc12	-20	0%	?	9	-12	2%	0	-1%	-1.0%	1%	4%
19	CCOC(=O)N(NC(=O)C(O)(c1ccccc1)c1ccccc1)c1ccccc1	-1	-1%	9%	-3	-18	4%	0	-4%	-0.8%	3%	2%
20	Cc1ccc(S(=O)(=O)CCSc2cccc(C(=O)O)c2)cc1	-2	3%	5%	9	9	21%	-3	0%	0.2%	1%	1%
21	CC(=O)Oc1ccc(N(C(C)=O)S(=O)(=O)c2ccc(C)cc2C)c2ccccc12	1	-1%	-3%	4	5	10µM*	0	-11%	-1.0%	15%	-2%
22	COc1cc(/C=N/NC(=O)c2ccc3c(c2)OCCO3)c(Br)c(Br)c1O	21	-5%	?	15	16	-19%	·	-1%	-0.8%	·	0%
23	COCCNC(=O)c1onc(CSc2cc(C)cc(C)c2)c1C(=O)O	-5	-3%	?	-5	18	-8%	13	10%	-1.0%	-2%	3%
24	CCN1CCN(Cc2ccc(NC(=O)c3ccc(C)c(NC(=O)N4CCNC4=O)c3)cc2C(F)(F)F)CC1	-21&4&-13	-3%	?	-4&9&-4	-28&-27	2%&8%	1&-2	1%&6%	-0.5%&-0.4%	-1%&2%	4%&0%
25	O=C(c1ccc(CS(=O)(=O)c2c(Cl)cccc2Cl)o1)N1CCCC1	3	4%	-2%	9	11	6%	0	-2%	0.1%	-9%	-1%
26	C(=N\c1nc2ccccc2n1Cc1ccccc1)/c1cccs1	0	1%	-3%	-1	-8	-9%	5	7%	0.3%	0%	1%
27	Cc1ccc(C(=O)CN2C(=O)NC3(CCCCCC3)C2=O)c(C)c1	3	·	?	-17	0	-5%	·	3%	-0.3%	·	-5%
28	CCc1nn(CC(=O)NCCCN2CCN(C)CC2)c(=O)c2cc3sccc3n12	-12	4%	-6%	6	-13	-1%	·	15%	0.2%	·	2%
29	CN(C)S(=O)(=O)c1ccc(C(=O)OCc2ccc([N+](=O)[O-])cc2)cc1	9	8%	0%	3	-28	1%	-2	-16%	0.5%	-2%	-2%
30	Cc1ccc(NC(=O)c2ccc(COc3ccc4c(c3)CCC4)cc2)c(C)c1	-1	-1%	-21%	-2	5	2%	5	8%	-0.2%	-2%	1%
31	Cc1ccc(C(=O)N/N=C/c2nc3ccccc3n2C)cc1	7	-1%	?	-9	0	-17%	4	-10%	0.3%	0%	0%
32	COc1ccc(CCNS(=O)(=O)c2c(C)[nH]c(C)c2C(=O)N2CCCCC2)cc1OC	11	0%	5%	-6	-4	-6%	0	-13%	-1.0%	-1%	2%
33	O=C1C2C(c3ccccc3)C=CC(c3ccccc3)C2C(=O)N1CCO (configuration not stated)	19	3%	2%	3	6	10%	4	-10%	-0.2%	3%	1%
34	Fc1ccc(NC(=S)Nc2ccccc2Cl)cc1	-1	8%	0%	-2	-3	-3%	0	11%	0.4%	-9%	8%
35	COc1cccc(C2=NOC(C(=O)Nc3ccc4c(c3)OCO4)C2)c1 (configuration not stated)	4	6%	-10%	11	-9	-1%	3	-9%	-0.1%	1%	4%
36	CN(C(=O)c1ccccc1C(=O)OCC(=O)Nc1cccc(Br)c1)c1ccccc1	-39	·	-4%	-14	4	-7%	·	-14%	0.4%	·	0%
37	CC(=O)NC1=NN(C(C)=O)C(c2ccc(C)cc2)S1 (configuration not stated)	13	1%	-13%	-7	15	7%	0	4%	0.0%	-8%	3%
38	OC(c1ccccc1)C(CN1CCOCC1)c1ccccc1 (configuration not stated)	15	-3%	-8%	3	-14	-2%	1	?	0.1%	0%	-1%
39	CC1CC(C)CN(S(=O)(=O)c2ccc(C(=O)OCC(=O)NCCN3C(=O)CSC3=O)cc2)C1 (configuration not stated)	-1	6%	?	-37	7	-2%	3	6%	-0.2%	-7%	6%
40	Cc1ccc2nc(SCCC(=O)O)cc(C)c2c1	-3	-3%	?	-1	4	0%	17	-6%	-0.2%	-20%	0%

Pulled one by one from the list above (4):
No.	Molecule	KCNH2 WT inh	GALK inhibitor	BCR signal inh	KCNH2 3.1 inh	Giardia kill	uPA surface inh	FBPA coupling cs	Eya2 inh	B2AR arrestin	PKM2 activator	USP2a block
32	COc1ccc(CCNS(=O)(=O)c2c(C)[nH]c(C)c2C(=O)N2CCCCC2)cc1OC	11	0%	5%	-6	-4	-6%	0	-13%	-1.0%	-1%	2%
34	Fc1ccc(NC(=S)Nc2ccccc2Cl)cc1	-1	8%	0%	-2	-3	-3%	0	11%	0.4%	-9%	8%
31	Cc1ccc(C(=O)N/N=C/c2nc3ccccc3n2C)cc1	7	-1%	?	-9	0	-17%	4	-10%	0.3%	0%	0%
35	COc1cccc(C2=NOC(C(=O)Nc3ccc4c(c3)OCO4)C2)c1 (configuration not stated)	4	6%	-10%	11	-9	-1%	3	-9%	-0.1%	1%	4%
